Source: PubChem BioAssay
CHO-K1 Ca antag: nonselective inhibitor or artifact in parental CHO-K1 cells | inhibition, % at 3 µM | 360,000 tested, 0.6% active | ATP-induced calcium, Fluo-8 fluorescence | AID 602250;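 active means inhibition above a per-plate cutoff, the plate's mean sample inhibition plus 3 SD, cut at about 24% in these data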;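 further: 0% = DMSO plus EC80 ATP and 100% = DMSO alone without ATP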
OXTR potentiate: human OXTR potentiation. CHO-OTR cells, Fluo-8 calcium fluorescence, potentiator mode; 0% = oxytocin EC15, 100% = EC100. P30559. 320,000 tested, 0.061% active. activation, % at 3 µM;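 active means activation above that plate's cutoff, the mean activation of tested compounds plus 3 SD, cut at about 6.6% in these data, passing the limit was not always enough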;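 further: 100% uses oxytocin at 75 nM as the full agonist control; some results filed as inactive read as strong as hits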
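Dosing: Single dose, 3.0 µM nominal final compound concentration | Material: Human OTR in CHO cells | Technique: Kinetic Fluo-8 calcium fluorescence | Benchmarks: EC15 oxytocin alone as 0%, 75 nM oxytocin as 100% | Probe or stimulus: Oxytocin at about EC15, sub-maximal agonist stimulus | Incubation: Compound 6 min at room temperature before oxytocin, 100 s read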
CHO parental Ca: counter-screen: ATP calcium response change in parental CHO cells; parental CHO-K1, ATP-induced calcium, Fluo-8 fluorescence; inhibition, % at 5.6 µM; 330,000 tested, 0.63% active; AID 463079;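 active means inhibition above that plate's mean sample inhibition plus 3 SD, cut at about 26% in these data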;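 further: 0% = ATP-challenged DMSO wells and 100% = DMSO wells without ATP; some compounds past the cut are filed as inactive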
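material = parental CHO cells | also added = ATP as calcium-mobilizing challenge | dosing = single point at 5.6 µM | detection = intracellular calcium via Fluo-8 no-wash fluorescent dye | read-out = % inhibition | benchmarks = low control ATP plus DMSO, high control DMSO only | repeats = one well per compound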
GPR7 antagonist: blocks human GPR7 receptor signaling | inhibition, % at 4.4 µM | P48145 | 290,000 tested, 1.1% active | AID 1861 | GPR7-expressing cells, fluorescence antagonist assay; in the data active means inhibition above about 16%, passing the limit was not always enough;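 further: cells stimulated with the agonist NPW; 0% = agonist with vehicle and 100% = vehicle without agonist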
Target sequence (P48145 whole entry, looked up): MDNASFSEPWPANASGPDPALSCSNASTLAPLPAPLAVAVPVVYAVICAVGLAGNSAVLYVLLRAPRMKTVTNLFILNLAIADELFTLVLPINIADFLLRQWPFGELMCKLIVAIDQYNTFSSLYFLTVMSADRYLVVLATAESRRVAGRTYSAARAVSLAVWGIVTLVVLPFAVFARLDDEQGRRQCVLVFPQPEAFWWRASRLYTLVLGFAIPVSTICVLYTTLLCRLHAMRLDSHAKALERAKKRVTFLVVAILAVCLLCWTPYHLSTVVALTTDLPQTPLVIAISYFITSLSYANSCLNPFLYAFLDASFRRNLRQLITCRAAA
M1 PAM parental: counter-screen for M1 PAMs: effect in parental CHO-K1 cells; ATP EC20, Fluo-8 calcium fluorescence; 0% at ATP EC20, 100% at ATP max; activation, % at 3 µM; 360,000 tested, 0.02% active; AID 602247;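 active means activation above the run cutoff, the mean activation of all test compounds plus 3 SD, cut at about 40% in these data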;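 further: peak over basal fluorescence ratio in a 140 s read after ATP addition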
OXTR agonist: agonists of human oxytocin receptor. P30559. CHO-OTR cells, Fluo-8 calcium fluorescence; normalized: DMSO 0%, oxytocin 100%. activation, % at 3 µM. 320,000 tested, 0.32% active. AID 2435;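 active means activation above the mean of all tested compounds plus 3 SD, cutoff set per screening run, cut at about 20% in these data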;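 further: peak over basal fluorescence ratio from a 100 s FLIPR kinetic read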
CHO-K1 Ca ag: M1 agonist counterscreen hit in parental CHO-K1 cells. Fluo-8 calcium fluorescence; scaled to maximal ATP response, vehicle zero. activation, % at 3 µM. 360,000 tested, 0.48% active. AID 602248; in the data active means activation above about 15%;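 further: untransfected CHO-K1 host cells lacking M1 receptor as counterscreen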
V1aR counter: activates human V1a receptor in oxytocin agonist counter-screen | P37288 | CHO-V1R cells, Fluo-8 calcium fluorescence, agonist mode; 0% DMSO, 100% 3 nM vasopressin | activation, % at 3 µM | 320,000 tested, 0.25% active | AID 2797;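 active means activation above the mean activation of all tested compounds plus 3 SD, per screening run, cut at about 20% in these data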;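 further: signal is peak over basal fluorescence ratio across a 100 second FLIPR read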
Target sequence (P37288 whole entry, looked up): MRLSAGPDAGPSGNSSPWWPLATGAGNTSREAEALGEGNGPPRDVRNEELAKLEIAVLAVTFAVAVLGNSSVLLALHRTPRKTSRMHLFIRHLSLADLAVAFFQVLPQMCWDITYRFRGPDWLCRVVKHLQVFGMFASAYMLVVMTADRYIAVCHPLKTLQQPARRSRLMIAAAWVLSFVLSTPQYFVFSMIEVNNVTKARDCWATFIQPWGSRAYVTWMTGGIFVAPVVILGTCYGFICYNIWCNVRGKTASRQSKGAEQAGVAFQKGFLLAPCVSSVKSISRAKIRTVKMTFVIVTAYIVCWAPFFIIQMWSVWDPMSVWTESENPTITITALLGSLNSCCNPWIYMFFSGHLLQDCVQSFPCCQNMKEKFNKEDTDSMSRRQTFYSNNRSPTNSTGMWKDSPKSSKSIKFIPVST
TAAR1 antagonist: antagonists of human TAAR1 | Q96RJ0 | CHO RD-HGA16 TAAR1, Fluo-8 calcium fluorescence, antagonist | inhibition, % at 3 µM | 360,000 tested, 1.5% active;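 active means inhibition above a per-plate cutoff, the mean inhibition of test compounds on that plate plus 3 SD, cut at about 49% in these data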;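 further: 0% = DMSO plus EC80 beta-PEA response and 100% = DMSO alone without agonist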
Target sequence (Q96RJ0 whole entry, looked up): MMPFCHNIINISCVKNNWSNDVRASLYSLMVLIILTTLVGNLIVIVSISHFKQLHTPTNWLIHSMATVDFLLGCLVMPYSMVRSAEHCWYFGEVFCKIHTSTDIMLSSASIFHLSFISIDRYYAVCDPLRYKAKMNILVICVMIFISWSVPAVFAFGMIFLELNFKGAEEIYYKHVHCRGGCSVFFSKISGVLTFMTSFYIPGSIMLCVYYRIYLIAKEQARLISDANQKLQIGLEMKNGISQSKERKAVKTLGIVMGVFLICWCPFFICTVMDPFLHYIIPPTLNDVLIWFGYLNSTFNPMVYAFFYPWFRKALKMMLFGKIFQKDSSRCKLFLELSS
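Assay system: RD-HGA16 CHO cells with stable hTAAR1 and Gα16 / Reagent: EC80 β-phenethylamine stimulus / Doses: 3 µM, single point / Timing: dye loading 75 min at 37 °C, then 30 min room temperature / Measured by: Fluo-8 intracellular calcium dye fluorescence, real-time kinetic reads / Controls: vehicle wells and EC80 agonist wells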
Numbers without * were called inactive; nt = no result given. Compounds were not picked by outcome (roughly 3.5% active in at least one column).

SMILES	CHO-K1 Ca antag	OXTR potentiate	CHO parental Ca	GPR7 antagonist	M1 PAM parental	OXTR agonist	CHO-K1 Ca ag	V1aR counter	TAAR1 antagonist
CCOC(=O)c1c(NC(=O)c2cccc(N3C(=O)CCC3=O)c2)sc(C)c1C	-3	-3	-11	0	4	-0.5	0.6	0.2	13
CN(CP(=O)(O)CCc1ccccc1)S(C)(=O)=O	-5	-8	-12	-6	14	0.2	0.2	0.3	-7
Cc1cccc(C(=O)NCCN2CCCC2)c1	-3	-2	-14	-5	17	0.1	0.5	0.6	13
Cc1cc(NC(=O)COC(=O)c2cccc(S(=O)(=O)N3CCOCC3)c2)no1	0	-5	-11	-7	8	0.5	-0.1	-0.2	-6
COC(=O)c1ccc(C2C(C(=O)c3cc4ccccc4o3)=C(O)C(=O)N2CCCN(C)C)cc1 (stereo not drawn)	4	-10	0	-8	-4	0.0	0.1	1.9	-15
O=C(O)/C=C/C(=O)Nc1ccc(-n2ccc(C(F)(F)F)n2)cc1	-18	2	-5	-10	6	0.5	0.0	0.7	-2
C[C@@H](NC(=O)c1nc[nH]c1C(=O)NCc1ccccc1)c1ccccc1	-14	-1	-24	nt	3	3.1	-0.6	-0.5	10
O=C(COC(=O)C1CC2C=CC1C2)Nc1ccccc1F (stereo not drawn)	-10	-15	-6	-4	1	-1.0	1.5	-0.5	-9
S=C(NCc1cccnc1)Nc1cccc2ccccc12	-2	-3	-7	-3	12	-0.6	1.1	1.1	10
C[C@]12c3[nH]c4cc(-c5ccco5)ccc4c3CCN1C(=O)[C@@H](CC(=O)NCc1ccco1)C[C@@H]2C(=O)N1CCOCC1	-6	nt	-29	nt	11	nt	0.5	nt	2
Cc1nc(SCC(=O)O)c(C#N)c2c1CCCC2	-6	-1	-13	-6	13	-0.1	0.6	0.5	-12
O=C(c1cccs1)N(CC1CCCO1)c1nc(-c2ccccc2)cs1 (stereo not drawn)	0	-2	-26	-8	28	2.1	1.4	0.9	-8
O=C1c2nccnc2C(=O)N1Cc1ccccc1	1	nt	nt	nt	-21	nt	-0.6	nt	-23
COc1cccc(Nc2nc(N)c([N+](=O)[O-])c(NCc3ccccc3)n2)c1	-10	-6	-32	-29	7	-1.9	0.5	0.2	-15
O=C(NCC1CCCO1)c1cccc(C(=O)NCC2CCCO2)c1 (stereo not drawn)	-2	11	2	-18	20	0.5	0.2	0.2	14
O=C(O)c1ccc(NC(CSCc2ccc(F)cc2)C(=O)O)c([N+](=O)[O-])c1 (stereo not drawn)	-24	1	-6	-1	15	0.7	0.0	-0.7	-11
O=C1C=CC(=O)N1c1ccc(N2CCCCC2)cc1	0	-10	5	-9	-5	0.6	0.0	-0.2	22
O=C(NC(=S)NNC(=O)c1cc2ccccc2cc1O)c1ccco1	-3	-14	-11	-9	-7	7.4	5.4	-1.0	2
O=[N+]([O-])c1ccc(NNC(=S)Nc2ccc(F)cc2)cc1	-1	-6	-2	8	14	4.3	4.9	1.9	19
COc1ccccc1NCCC(=O)OCC(=O)Nc1ccc(Cl)cn1	-2	-15	1	2	6	1.6	1.6	3.1	15
Cc1ccc(Cl)c2c1=NC(=O)C=2c1[nH]c(=S)[nH]c1O	5	6	-12	-1	12	-2.6	17*	-1.6	18
COc1ccc(/C=C2\Oc3cc(OCC(=O)N4CCC[C@H]4C(=O)O)ccc3C2=O)cc1OC	-3	-2	-11	5	7	0.1	0.2	0.4	nt
Clc1ccccc1CN1CCN(c2ncccn2)CC1	-2	0	-10	-3	-3	-1.5	0.0	0.1	-14
O=C(CN(Cc1ccco1)C(=O)CNS(=O)(=O)c1ccc(F)cc1)NCCc1ccccc1	8	-11	-21	-6	-7	-1.2	0.3	0.5	10
Cc1nnc(N2CCCC(C(=O)NCc3ccccc3F)C2)c2nn(-c3ccccc3)c(C)c12 (stereo not drawn)	-2	-4	-19	-15	-10	-1.9	-1.1	-1.9	-37

11 neighbouring records out of the list so far, for reference:
SMILES	CHO-K1 Ca antag	OXTR potentiate	CHO parental Ca	GPR7 antagonist	M1 PAM parental	OXTR agonist	CHO-K1 Ca ag	V1aR counter	TAAR1 antagonist
CCOC(=O)c1c(NC(=O)c2cccc(N3C(=O)CCC3=O)c2)sc(C)c1C	-3	-3	-11	0	4	-0.5	0.6	0.2	13
CN(CP(=O)(O)CCc1ccccc1)S(C)(=O)=O	-5	-8	-12	-6	14	0.2	0.2	0.3	-7
Cc1cccc(C(=O)NCCN2CCCC2)c1	-3	-2	-14	-5	17	0.1	0.5	0.6	13
Cc1cc(NC(=O)COC(=O)c2cccc(S(=O)(=O)N3CCOCC3)c2)no1	0	-5	-11	-7	8	0.5	-0.1	-0.2	-6
COC(=O)c1ccc(C2C(C(=O)c3cc4ccccc4o3)=C(O)C(=O)N2CCCN(C)C)cc1 (stereo not drawn)	4	-10	0	-8	-4	0.0	0.1	1.9	-15
O=C(O)/C=C/C(=O)Nc1ccc(-n2ccc(C(F)(F)F)n2)cc1	-18	2	-5	-10	6	0.5	0.0	0.7	-2
C[C@@H](NC(=O)c1nc[nH]c1C(=O)NCc1ccccc1)c1ccccc1	-14	-1	-24	nt	3	3.1	-0.6	-0.5	10
O=C(COC(=O)C1CC2C=CC1C2)Nc1ccccc1F (stereo not drawn)	-10	-15	-6	-4	1	-1.0	1.5	-0.5	-9
S=C(NCc1cccnc1)Nc1cccc2ccccc12	-2	-3	-7	-3	12	-0.6	1.1	1.1	10
C[C@]12c3[nH]c4cc(-c5ccco5)ccc4c3CCN1C(=O)[C@@H](CC(=O)NCc1ccco1)C[C@@H]2C(=O)N1CCOCC1	-6	nt	-29	nt	11	nt	0.5	nt	2
Cc1nc(SCC(=O)O)c(C#N)c2c1CCCC2	-6	-1	-13	-6	13	-0.1	0.6	0.5	-12

Continuation:
SMILES	CHO-K1 Ca antag	OXTR potentiate	CHO parental Ca	GPR7 antagonist	M1 PAM parental	OXTR agonist	CHO-K1 Ca ag	V1aR counter	TAAR1 antagonist
O=C(Nc1ccccn1)c1ccc(C(=O)Nc2ccccn2)cc1	6	-5	8	-2	9	0.4	0.3	4.5	nt
O=C(CCN1CCN(S(=O)(=O)c2ccc(F)cc2)CC1)Nc1ccccc1F	-12	-11	-14	18	20	1.4	1.9	2.6	2
Cc1ccc(Cl)cc1NC(=O)C1CCCCC1C(=O)O (stereo not drawn)	-2	-5	-8	-16	20	-0.1	3.4	-0.7	2
COc1cccc(CNC(=O)N2CCN(S(=O)(=O)c3ccc(C)cc3)CC2)c1	9	-3	-3	-6	-1	2.2	0.7	3.3	12
COc1ccc(C(NC(C)=O)c2ccc3cccnc3c2O)c(OC)c1 (stereo not drawn)	-24	-6	-19	nt	18	0.1	0.7	1.1	nt
Cc1ccc2nc(-c3cccnc3)cc(C(=O)Nc3ccccc3[N+](=O)[O-])c2c1	2	-10	-20	-6	1	-0.1	2.6	0.6	27
Cc1cc(C)c(S(=O)(=O)Nc2ccccc2C(=O)OCC(=O)NCc2ccccc2)c(C)c1	-3	-8	-9	0	11	-0.9	0.5	1.8	19
COC(=O)[C@]1(Cc2ccccc2)N[C@H](CN(C)S(=O)(=O)c2ccc(-c3ccccc3)cc2)[C@@H]2C(=O)N(C)C(=O)[C@@H]21	-8	-3	-15	nt	19	4.3	2.7	3.9	12
CC1Cc2nc(SCC(=O)Nc3ccc(F)cc3)n(C)c(=O)c2S1 (stereo not drawn)	-9	2	-4	-9	11	1.1	3.0	0.9	12
CCn1c(CNC(=O)C2CCCCC2)cc2ccccc21	8	0	-7	-2	-10	-0.3	3.6	6.9	19
CCC(CC)COC(=O)C(C#N)c1nc2ccccc2nc1N1CCN(CC)CC1 (stereo not drawn)	-28	-2	-23	4	18	-0.3	1.7	2.5	-3
CCCCOC(=O)Cc1c(O)c2ccccc2[nH]c1=O	-13	-5	-3	3	19	-0.3	0.5	1.7	6
Cc1ccccc1NC(=O)OCCN1CCN(Cc2ccccc2)CCC1=O	3	-6	-13	0	-5	1.5	-0.3	0.7	-12
O=C(N/N=C/c1c[nH]c2ccc(Br)cc12)c1ccncc1	15	0	-1	3	-5	0.4	0.6	0.4	5
CCOc1ccc(CC(=O)NC2CCN(Cc3ccccc3)CC2)cc1	3	-2	-18	-4	-2	3.3	0.2	0.3	3
CCOc1ccc(OCC)c(NC(=O)CCNS(=O)(=O)c2cc(Br)cnc2N)c1	3	-7	-18	-13	18	2.4	1.4	2.3	-4
COC(=O)c1ccc(COc2ccc(C)c(C)c2)o1	-4	-7	6	-4	13	-0.7	0.0	-0.8	-5
c1ccc(-c2csc(Nc3ccc4c(c3)OCO4)n2)cc1	-12	nt	nt	nt	17	nt	0.3	nt	13
Cc1nonc1CC(=O)NC1CC(C)(C)Cc2c1cnn2-c1ccc(F)cc1 (stereo not drawn)	-3	-6	-7	-13	4	-0.5	0.9	0.2	-10
CCN(C(=O)CSc1nc(N)cc(=O)[nH]1)c1c(N)n(Cc2ccccc2)c(=O)[nH]c1=O	7	-1	14	nt	-20	0.4	0.2	-0.2	15
C[C@H](O)[C@H](O)[C@H]1CNc2nc(N)[nH]c(=O)c2N1	1	5	-5	nt	7	0.6	0.6	1.7	-1
Cc1occc1C(=O)N/N=C/c1sc(N2CCOCC2)nc1-c1ccccc1	-21	-7	-14	-3	11	-0.7	1.8	-0.6	-1
O=C(c1ccccc1)N1CCC(c2nc(-c3ccc(S(=O)(=O)NCC4CCCO4)cc3)no2)CC1 (stereo not drawn)	-13	-10	-4	7	4	16	5.1	9.2	33
CC(C)[C@H](NC(=O)OCc1ccccc1)C(=O)OCC(=O)NC1(C#N)CCCC1	11	-13	-6	-6	-22	-0.7	0.1	-0.2	7
CCOC(=O)C1CCN(C/C=C/c2ccccc2[N+](=O)[O-])CC1	-4	4	2	-4	3	0.2	0.1	1.6	5
Cc1cc(C)c2oc(C(=O)N(Cc3ccccc3)c3ccccn3)cc(=O)c2c1	-8	3	-27	26*	17	-1.0	2.1	-0.7	0
CCOc1ccc(N2CC(C(=O)NCCc3c[nH]c4ccc(C)cc34)CC2=O)cc1 (stereo not drawn)	7	-9	-6	-11	6	4.2	1.7	4.7	-18
Cc1nc([N+](=O)[O-])cn1Cc1cccc2ccccc12	-5	-9	-8	-5	17	1.0	2.0	2.4	16
COc1ccc(CC(=O)N(Cc2cc3cc(OC)ccc3[nH]c2=O)C(C)C)cc1	-20	-1	-32	-11	25	0.8	2.3	0.6	6
NC(=O)c1cc(-c2ccccc2)sc1NC(=O)CN1CCCCC1	25*	-9	-9	2	-12	-0.8	0.2	0.2	18
